uPA generation = qHTS for Inhibitors of Cell Surface uPA Generation. Potency, µM (titrated, usually from 38.3 µM), for the others: at the top dose activity change, negative = inhibition, hits mostly inhibitors. AID 540303, 2011. cell surface uPA generation assay, qHTS. 0.31% of 330,000 active; active means well fitted inhibition curve with a large enough effect; inconclusive means small, poorly fitted or top-dose-only effect; inactive means no such curve, though single readings can be large or run the other way; tested in mouse RAW 264.7 cells; further: potency means the concentration at half of the fitted maximal effect; on the % scale 0 is the no-effect control and ±100 the full control effect; nearly all actives have a fitted effect of over 55% in size
Tb PFK block = qHTS Assay to Find Inhibitors of T. brucei phosphofructokinase. T. brucei PFK, ADP-Glo luminescence. Potency, µM (doses to about 57.5 µM), without a hit: at the top dose activity, negative = inhibition, actives largely listed as inhibitors. 0.17% of 330,000 active;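 further: potency means the concentration at half of the fitted maximal effect; 0% = uninhibited 1x PFK enzyme wells and -100% = no-enzyme wells; nearly all actives have a fitted effect of over 60% in size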
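Activity is normalized to no-enzyme wells (full inhibition) and 1.25 nM enzyme wells (no inhibition). Reaction: 0.5 mM F6P, 0.1 mM ATP, 45 min RT, ADP-Glo luminescence; concentration-response curves fitted and classed by quality.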
KCNH2 3.1 block = qHTS for Inhibitors of KCHN2 3.1: Mutant qHTS; AID 720553, 2013; activity change, % (tested at about 1.8 µM); U2OS KCNH2 3.1, thallium flux FluxOr; active compounds read low; 0.95% of 340,000 active; Potassium voltage-gated channel subfamily H member 2, brain isoform KCNH2 3.1 (human);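 active means maximum activity change below -70%; inconclusive means maximum activity change from -70% to -50%; inactive means maximum activity change above -50%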;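 further: thallium influx rate constant from kinetic fluorescence after stimulation buffer; on the % scale 0 is the no-effect control and ±100 the full control effect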
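Thallium flux read-out: FluxOr dye with Red40 quencher in HBSS/HEPES, 45 min at RT. Rate constants from kinetic reads were normalized to positive and negative DMSO controls. Cells: U2OS virally expressing the 3.1 isoform.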
FLuc counter = qHTS profiling assay for firefly luciferase inhibitor/activator using purifed enzyme and Km concentrations of substrates (counterscreen for miR-21 project); Potency, µM (series often up to 57.5 µM), inactives show at the top dose activity change, negative = inhibition, most hits filed as inhibitors; purified FLuc, Km substrates, luminescence inhibition; AID 588342, 2011; Luciferin 4-monooxygenase (Photinus pyralis), P08659; 6.9% of 360,000 active;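 further: potency means the concentration at half of the fitted maximal effect; plate controls were vehicle for no effect and reference inhibitor for full effect; nearly all actives have a fitted effect of over 55% in size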
Target sequence (P08659 whole entry, looked up): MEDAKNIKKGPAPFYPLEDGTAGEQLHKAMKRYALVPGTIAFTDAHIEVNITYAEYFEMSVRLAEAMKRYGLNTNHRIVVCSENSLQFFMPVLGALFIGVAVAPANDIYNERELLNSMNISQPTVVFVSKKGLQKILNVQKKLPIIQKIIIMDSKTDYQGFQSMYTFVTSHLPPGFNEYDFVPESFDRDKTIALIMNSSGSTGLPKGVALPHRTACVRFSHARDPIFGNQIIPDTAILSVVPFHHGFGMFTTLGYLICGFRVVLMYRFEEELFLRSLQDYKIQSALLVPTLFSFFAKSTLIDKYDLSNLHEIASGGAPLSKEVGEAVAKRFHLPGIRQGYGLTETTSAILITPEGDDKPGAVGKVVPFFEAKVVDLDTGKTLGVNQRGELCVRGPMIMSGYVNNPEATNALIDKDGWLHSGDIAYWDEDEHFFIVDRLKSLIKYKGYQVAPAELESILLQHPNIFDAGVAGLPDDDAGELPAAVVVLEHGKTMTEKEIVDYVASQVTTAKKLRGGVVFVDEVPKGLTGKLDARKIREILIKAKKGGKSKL
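Purified P. pyralis luciferase (10nM final) with 10uM D-luciferin and 10uM ATP (Km levels) in 50mM Tris acetate pH 7.5, 10mM Mg acetate, 0.01% Tween-20, 0.05% BSA; qHTS 6-point titration, ~60 µM downward; luminescence read.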
Giardia kill = Small Molecules that selectively kill Giardia lamblia: qHTS. Giardia lamblia trophozoite viability. 0.15% of 340,000 active. activity change, % at 7.66 µM, hits read low. AID 540267, 2011; in the data active means activity change below about -80%; inconclusive means between about -30% and that limit;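 further: parasites exposed to compound for two days anaerobically before the ATP read; on the % scale 0 is the no-effect control and ±100 the full control effect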
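Each well holds 100 Giardia trophozoites and compound. After two days (48 hrs) at 37 deg C in anaerobic conditions, ATP is quantified by luminescence.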
Rab9 promoter act = qHTS Assay for Rab9 Promoter Activators; AID 485297, 2010; 2.8% of 320,000 active; Huh7 Rab9 promoter-luciferase reporter, luminescence, 24 h; Potency, µM (titrated, usually from 9.22 µM), for inactives: at the top dose activation, negative = inhibition, actives largely listed as activators; further: potency means the concentration at half of the fitted maximal effect; % of control where 0% means no effect; nearly all actives have a fitted effect of over 60% in size
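Huh7 cells stably carrying a Rab9 promoter-luciferase reporter, 1500 cells per well in OP-MEM I with 10% FBS, treated with compound 24 hours at 37C. Luciferase activity read by luminescence after 10 minutes with Amplite reagent.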
RORgamma inh = qHTS for inhibitors of ROR gamma transcriptional activity; Nuclear receptor ROR-gamma (Mus musculus), P51450; Drosophila S2 Gal4-RORgamma UAS-luciferase reporter, 20 h; Potency, µM (doses to about 53.6 µM), inactives show at the top dose activity change, negative = inhibition, usual class: inhibitors; 5.4% of 310,000 active; further: potency means the concentration at half of the fitted maximal effect; on the % scale 0 is the no-effect control and ±100 the full control effect; nearly all actives have a fitted effect of over 60% in size
Target sequence (P51450 whole entry, looked up, the tested form may be a part): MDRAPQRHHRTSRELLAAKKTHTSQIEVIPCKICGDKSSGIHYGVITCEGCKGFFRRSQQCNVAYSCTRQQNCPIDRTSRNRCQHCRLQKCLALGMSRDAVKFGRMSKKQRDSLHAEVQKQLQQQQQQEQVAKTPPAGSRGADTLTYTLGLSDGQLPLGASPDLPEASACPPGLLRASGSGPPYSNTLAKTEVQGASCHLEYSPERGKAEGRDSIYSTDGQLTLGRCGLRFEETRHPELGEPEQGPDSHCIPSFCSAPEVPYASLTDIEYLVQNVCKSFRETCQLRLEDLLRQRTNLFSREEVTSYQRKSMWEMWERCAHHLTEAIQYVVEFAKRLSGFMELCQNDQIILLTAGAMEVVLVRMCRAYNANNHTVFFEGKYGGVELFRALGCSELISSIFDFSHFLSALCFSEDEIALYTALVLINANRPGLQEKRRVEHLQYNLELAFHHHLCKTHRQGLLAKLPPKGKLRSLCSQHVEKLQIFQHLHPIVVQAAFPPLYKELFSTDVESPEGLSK
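Using a luciferase readout, inhibitors were identified by reduced reporter activity in Drosophila cells coexpressing a copper-inducible Gal4–ROR gamma fusion and UAS-driven Photinus luciferase, incubated 20 hr after 700 uM copper sulfate.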
ELG1 genotox = qHTS screen for small molecules that induce genotoxicity in human embryonic kidney (HEK293T) cells expressing luciferase-tagged ELG1. HEK293T ELG1-luciferase reporter, luminescence, 16 h. Potency, µM (highest dose often 46 µM), for the others: at the top dose activity change, positive = activation, most hits filed as activators. 1.3% of 330,000 active. AID 504466, 2011; further: potency means the concentration at half of the fitted maximal effect; % of control where 0% means no effect; nearly all actives have a fitted effect of over 60% in size
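Luminescence read-out: rising ELG1-luciferase signal, reflecting elevated ELG1 protein under genetic stress, flags genotoxic compounds. Cells were treated for 16 hr at 37 °C before ONE-Glo detection.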
VP16 counter = VP16 counterscreen qHTS for inhibitors of ROR gamma transcriptional activity; Potency, µM (titrated, usually from 53.6 µM), for the others: at the highest dose activity, negative = inhibition, actives largely listed as inhibitors; Drosophila S2 Gal4-VP16 UAS-luciferase, luminescence, 20 h; 3.5% of 310,000 active;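 further: Gal4-VP16 expression switched on by copper sulfate through the metallothionein promoter; potency means the concentration at half of the fitted maximal effect; on the % scale 0 is the no-effect control and ±100 the full control effect; nearly all actives have a fitted effect of over 50% in size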
Coupling enz = qHTS Assay for Inhibitors of Fructose-1,6-bisphosphate Aldolase from Giardia Lamblia: Coupling assay counterscreen; 0.67% of 290,000 active; activity change, negative = inhibition, % at 58.2 µM, hits read low; coupling enzyme system counterscreen, AmpLite Red fluorescence; AID 2472, 2010; in the data active means activity change below about -30%; further: on the % scale 0 is the no-effect control and ±100 the full control effect
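Compounds tested against the coupling enzymes alone at 57.5 uM final; readout was AmpLite Red fluorescence (525/598 nm) after 20 min at RT.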
NPC1 prom act = qHTS Assay for NPC1 Promoter Activators. Huh7 NPC1 promoter luciferase reporter, 24 h. Potency, µM (series often up to 9.22 µM), for inactives: at the highest dose activation, hits mostly activators. 2.4% of 320,000 active;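 further: potency means the concentration at half of the fitted maximal effect; % of control where 0% means no effect; nearly all actives have a fitted effect of over 60% in size; reporter is driven by a mutant NPC1 promoter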
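In 1536-well qHTS, Huh7 cells harboring an NPC1 promoter–luciferase construct received compound for 24 h; activation was quantified by luminescence following luciferase reagent addition.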
Numbers without * were called inactive; & = joins results of further samples; [ ] = another dose, or the depositor's remark. Unless noted, the call rests on the fitted dose curve; in most records, active means well fitted curve in the direction sought with a large enough effect; inconclusive means small, poorly fitted or top-dose-only effect, or another doubt; inactive means no such curve, though single readings can be large; an effect the other way counts as inactive or inconclusive.

How did CCOC(=O)Cc1csc(NC(=O)CCCN2C(=O)c3ccccc3C2=O)n1 do in these assays?
Tb PFK block: -2%; KCNH2 3.1 block: -7; FLuc counter: 0%; Giardia kill: 8; Rab9 promoter act: -11%; RORgamma inh: 20%; ELG1 genotox: -1%; VP16 counter: 2%; Coupling enz: 0; NPC1 prom act: -1%

What do the screens show for `COc1ccc(-n2cccc2/C=C/[N+](=O)[O-])cc1`?
uPA generation: -7%; Tb PFK block: 14%; KCNH2 3.1 block: 3; FLuc counter: -19%; Giardia kill: -19; Rab9 promoter act: 1%; RORgamma inh: 10µM*; ELG1 genotox: -11%; VP16 counter: inconclusive; Coupling enz: -4; NPC1 prom act: -6%

What do the screens show for `Cc1ccc(Nc2nc(N)nc(CN3CCN(C)CC3)n2)cc1C`?
Tb PFK block: -13%; FLuc counter: -6%; Rab9 promoter act: 1%; RORgamma inh: -6%; ELG1 genotox: -5%; VP16 counter: 2%; Coupling enz: 1; NPC1 prom act: 3%

Results for CC(=O)CSc1ccc(-c2nc3ccccc3[nH]2)cn1 ?
uPA generation: -13%; Tb PFK block: -1%; KCNH2 3.1 block: 6; FLuc counter: 4.3µM*; Giardia kill: inconclusive; Rab9 promoter act: 0.71µM*; RORgamma inh: 10µM*; ELG1 genotox: inconclusive; VP16 counter: 11µM*; Coupling enz: 1; NPC1 prom act: 0.56µM*

Results for Cc1cc(=O)n(CC(=O)NCCN2CCOCC2)c2c1c(C)nn2-c1ccccc1 ?
uPA generation: 0%; Tb PFK block: -3%; KCNH2 3.1 block: 3; FLuc counter: -2%; Giardia kill: 1; Rab9 promoter act: -2%; RORgamma inh: -8%; ELG1 genotox: 2%; VP16 counter: -6%; NPC1 prom act: -2%

What do the screens show for `COc1ccc(N2CCN(C(=O)c3ccc(CNS(=O)(=O)c4cccc(OC)c4)cc3)CC2)cc1`?
uPA generation: -15%; Tb PFK block: 12%; KCNH2 3.1 block: -5; FLuc counter: -1%; Giardia kill: 17; Rab9 promoter act: 0%; RORgamma inh: inconclusive; ELG1 genotox: -15%; VP16 counter: 0%; NPC1 prom act: -6%

Results for COc1ccc(-c2oc(=O)c3cc(OC)c(OC)cc3c2C#CC2(O)CCCCC2)cc1 ?
uPA generation: 13%; Tb PFK block: -10%; KCNH2 3.1 block: 8; Giardia kill: -11; ELG1 genotox: inconclusive

What do the screens show for `O=C(Cn1nc(-c2ccc(Cl)cc2)ccc1=O)NCC1CCCO1` (stereo not given)?
uPA generation: 11%; Tb PFK block: -3%; KCNH2 3.1 block: 14; FLuc counter: 1%; Giardia kill: 20; Rab9 promoter act: 5%; RORgamma inh: -1%; ELG1 genotox: 0%; VP16 counter: 13%; Coupling enz: 0; NPC1 prom act: -3%

What do the screens show for `CN(C)CCCNC(=S)N1CCN(c2nc(-c3ccccc3)cs2)CC1`?
uPA generation: 0%; Tb PFK block: 3%; KCNH2 3.1 block: -6; FLuc counter: -16%; Giardia kill: 9; Rab9 promoter act: -1%; RORgamma inh: -22%; ELG1 genotox: 10%; VP16 counter: -9%; Coupling enz: -4; NPC1 prom act: 7%

How did COc1ccc(CC(=O)N/N=C(\C)CC(=O)Nc2ccc3c(c2)OCCO3)cc1OC do in these assays?
uPA generation: 1%; Tb PFK block: 3%; KCNH2 3.1 block: 0; FLuc counter: inconclusive; Giardia kill: -4; Rab9 promoter act: 1%; RORgamma inh: 21%; ELG1 genotox: 3%; VP16 counter: -2%; Coupling enz: -3; NPC1 prom act: -3%

Reprinted at random: 2 entries already listed, in no set order.
What do the screens show for `CN(C)CCCNC(=S)N1CCN(c2nc(-c3ccccc3)cs2)CC1`?
uPA generation: 0%; Tb PFK block: 3%; KCNH2 3.1 block: -6; FLuc counter: -16%; Giardia kill: 9; Rab9 promoter act: -1%; RORgamma inh: -22%; ELG1 genotox: 10%; VP16 counter: -9%; Coupling enz: -4; NPC1 prom act: 7%

What do the screens show for `O=C(Cn1nc(-c2ccc(Cl)cc2)ccc1=O)NCC1CCCO1` (stereo not given)?
uPA generation: 11%; Tb PFK block: -3%; KCNH2 3.1 block: 14; FLuc counter: 1%; Giardia kill: 20; Rab9 promoter act: 5%; RORgamma inh: -1%; ELG1 genotox: 0%; VP16 counter: 13%; Coupling enz: 0; NPC1 prom act: -3%

Continued.
How did CC1(C)Cc2cccc(OCC(=O)OCC(=O)Nc3ccc(C(N)=O)cc3)c2O1 do in these assays?
uPA generation: 1%; Tb PFK block: 5%; KCNH2 3.1 block: -10; FLuc counter: 6%; Giardia kill: -8; Rab9 promoter act: -4%; ELG1 genotox: -4%; NPC1 prom act: 0%

How did COC(=O)c1cc(NC(=O)Cc2ccccc2[N+](=O)[O-])cc(C(=O)OC)c1 do in these assays?
uPA generation: 8%; Tb PFK block: -3%; KCNH2 3.1 block: 5; FLuc counter: 2%; Giardia kill: 19; Rab9 promoter act: -10%; RORgamma inh: -16%; ELG1 genotox: -3%; VP16 counter: -1%; Coupling enz: 2; NPC1 prom act: -3%

How did Cc1cccc(N2CCN(C(=O)CNC(=O)c3ccccc3)CC2)c1C do in these assays?
uPA generation: 2%; Tb PFK block: -2%; KCNH2 3.1 block: 1; FLuc counter: inconclusive; Giardia kill: 11; Rab9 promoter act: 25%; RORgamma inh: 38%; ELG1 genotox: -8%; VP16 counter: 9%; Coupling enz: 4; NPC1 prom act: 23%

How did COc1ccc2oc(C(=O)N(C)CCOc3ccccc3)c(C)c2c1 do in these assays?
uPA generation: 11%; Tb PFK block: 1%; KCNH2 3.1 block: 4; FLuc counter: inconclusive; Giardia kill: -1; Rab9 promoter act: inconclusive; RORgamma inh: -9%; ELG1 genotox: inconclusive; VP16 counter: inconclusive; NPC1 prom act: inconclusive

What do the screens show for `Cc1cc(NC(=O)CSc2nc3c([nH]c4ccccc43)c(=O)n2-c2ccccc2F)no1`?
uPA generation: 22%; Tb PFK block: -2%; KCNH2 3.1 block: 5; FLuc counter: -2%&-2%; Giardia kill: -7; Rab9 promoter act: 7%; RORgamma inh: -15%; ELG1 genotox: -12%; VP16 counter: -10%; NPC1 prom act: 0%

What do the screens show for `O=c1[nH]cnc2nc(-c3ccccc3)c(-c3ccccc3)nc12`?
uPA generation: 1%; Tb PFK block: -2%; KCNH2 3.1 block: -23; FLuc counter: 3%; Giardia kill: -7; Rab9 promoter act: -2%; RORgamma inh: 11%; ELG1 genotox: 0%; VP16 counter: -6%; Coupling enz: -5; NPC1 prom act: -1%

Results for O=C(NCc1ccccc1Cl)c1cc2ccccc2oc1=O ?
uPA generation: -3%; Tb PFK block: 1%; KCNH2 3.1 block: 0; FLuc counter: -14%; Giardia kill: 0; Rab9 promoter act: 6%; RORgamma inh: -23%[1.91 µM]; ELG1 genotox: 16%; VP16 counter: 1%; Coupling enz: -1; NPC1 prom act: inconclusive

How did CCC1=C(OC(=O)N(CC)CC)N2C(=O)OC(=NCCc3c[nH]c4ccccc34)[C@]2(Cc2ccccc2)[C@H]2C1=CC[C@H]1C(=O)N(C)C(=O)[C@H]12 do in these assays?
uPA generation: inconclusive; Tb PFK block: 0%; KCNH2 3.1 block: -9; FLuc counter: -2%; Giardia kill: -11; Rab9 promoter act: -5%; RORgamma inh: 21%&31%; ELG1 genotox: -8%; VP16 counter: 2%&-8%; Coupling enz: -1&-4; NPC1 prom act: -3%

How did Cc1ccc(CSc2nc3c(c(N(C)C)n2)CCCC3)cc1 do in these assays?
uPA generation: 1%; Tb PFK block: 3%; KCNH2 3.1 block: -29; FLuc counter: -3%; Giardia kill: 17; Rab9 promoter act: -14%; RORgamma inh: inconclusive; ELG1 genotox: inconclusive; VP16 counter: -6%[0.365 µM]; Coupling enz: 4; NPC1 prom act: 0%

What do the screens show for `COc1ccc(-n2nnnc2SCC(=O)Nc2nc3c(s2)CCCC3)cc1`?
uPA generation: 3%; Tb PFK block: 1%; KCNH2 3.1 block: -5; FLuc counter: -1%; Giardia kill: 2; Rab9 promoter act: -10%; RORgamma inh: 18%; ELG1 genotox: -6%; VP16 counter: -23%; NPC1 prom act: -6%

Results for O=C(NC12CC3CC(CC(C3)C1)C2)c1ccc(=O)oc1 ?
uPA generation: -3%; Tb PFK block: -1%; KCNH2 3.1 block: 0; FLuc counter: -6%; Giardia kill: -6; Rab9 promoter act: 5%; RORgamma inh: -9%; ELG1 genotox: 4%; VP16 counter: -9%; Coupling enz: 0; NPC1 prom act: 15%

Bioassay records deposited in PubChem BioAssay by National Center for Advancing Translational Sciences (NCATS).

Random draw from the library (roughly 14% active in at least one column).
